Compound activity as filed in PubChem.
Pol kappa inh – inhibitors of human DNA polymerase kappa; Q9UBT6; purified Pol kappa, fluorescent DNA synthesis assay, 10 min; Potency, µM (doses to about 107 µM), for the others: at the highest dose activity, negative = inhibition, most hits filed as inhibitors; actives 0.53% (n = 400,000); further: on the % scale 0 is the no-effect control and ±100 the full control effect
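Kinetic fluorescence screen: compound preincubated 15 min RT with 10 nM enzyme; 50 nM substrate (final) initiates; reads at 0/10 min.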
BLM helicase inh – Bloom syndrome helicase (human) inhibition; recombinant BLM DNA unwinding, fluorescence dequenching; Potency, µM (highest dose often 56.1 µM), for the others: at the highest dose activity change, negative = inhibition, hits mostly inhibitors; actives 0.2% (n = 350,000); AID 2528;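 further: plate controls were vehicle for no effect and no enzyme for full effect; nearly all actives have a fitted effect of over 35% in size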
G9a inh – blocks human histone lysine methyltransferase G9a; Potency, µM (titrated, usually from 102 µM), inactives show at the highest dose activity, negative = inhibition, most hits filed as inhibitors; G9a H3K9 monomethylation, AlphaScreen, 2 h; actives 8.8% (n = 350,000); AID 504332; further: on the % scale 0 is the no-effect control and ±100 the full control effect; nearly all actives have a fitted effect of over 75% in size
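Step 1: enzyme (final 20 nM) with compound, 15 min RT. Step 2: substrate peptide 500 nM and SAM 20 uM, 2 h RT. Step 3: anti-H3K9me1 antibody and AlphaScreen beads, 10 min, then plate read.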
Apoferritin bind – binds horse apoferritin like a general anesthetic | AID 485281 | Potency, µM (series often up to 77.5 µM), inactives show top-dose activity change, negative = displacement, hits mostly inhibitors | actives 0.074% (n = 350,000) | P02791 | apoferritin/1-aminoanthracene competitive binding, fluorescence; further: on the % scale 0 is the no-effect control and ±100 the full control effect; nearly all actives have a fitted effect of over 20% in size
Target sequence (P02791 2-175 limits assumed): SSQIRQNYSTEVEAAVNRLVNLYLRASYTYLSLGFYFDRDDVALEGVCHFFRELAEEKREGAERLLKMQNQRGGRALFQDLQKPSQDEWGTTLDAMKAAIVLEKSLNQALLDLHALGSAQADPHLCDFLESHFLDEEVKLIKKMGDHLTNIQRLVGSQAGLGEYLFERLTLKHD
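Read-out: endpoint 1-AMA fluorescence, excitation 380 nm and emission 535 nm, after compounds sit 10 min at room temperature with 10 uM horse-spleen apoferritin in 50% saturated 1-AMA/PBS. Values come from four-parameter Hill fits.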
APE1 inh – blocks human APE1 abasic DNA cleavage. P27695. recombinant APE1, TAMRA/BHQ-2 abasic DNA cleavage fluorescence. Potency, µM (titrated, usually from 65.8 µM), without a hit: top-dose activity change, negative = inhibition, hits mostly inhibitors. actives 0.35% (n = 350,000). AID 2517;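 further: plate controls were vehicle for no effect and reference inhibitor for full effect; nearly all actives have a fitted effect of over 55% in size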
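Incision of a quenched TAMRA/BHQ-2 THF abasic-site duplex (50 nM) by 0.75 nM APE1, after 15 min compound preincubation, measured as fluorescence increase over three 60 s reads. Values normalized to buffer, DMSO and NSC13755 control wells.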
Pol eta inh – blocks human DNA polymerase eta activity | Q9Y253 | Potency, µM (highest dose often 114 µM), for the others: at the top dose activity change, negative = inhibition, usual class: inhibitors | recombinant Pol eta, fluorescent DNA replication assay | actives 1.2% (n = 390,000); further: on the % scale 0 is the no-effect control and ±100 the full control effect
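Fluorescent replication assay: 50 nM final substrate added after a 15 min room-temperature compound preincubation with 10 nM enzyme. Signal taken at 0 min and again at 10 min.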
Pol iota inh – inhibitors of human DNA polymerase iota; Potency, µM (series often up to 115 µM), without a hit: top-dose activity, negative = inhibition, usual class: inhibitors; Q9UNA4; actives 1% (n = 390,000); AID 588590; Pol iota fluorescent replication assay, 10 min
Target sequence (Q9UNA4 whole entry, looked up): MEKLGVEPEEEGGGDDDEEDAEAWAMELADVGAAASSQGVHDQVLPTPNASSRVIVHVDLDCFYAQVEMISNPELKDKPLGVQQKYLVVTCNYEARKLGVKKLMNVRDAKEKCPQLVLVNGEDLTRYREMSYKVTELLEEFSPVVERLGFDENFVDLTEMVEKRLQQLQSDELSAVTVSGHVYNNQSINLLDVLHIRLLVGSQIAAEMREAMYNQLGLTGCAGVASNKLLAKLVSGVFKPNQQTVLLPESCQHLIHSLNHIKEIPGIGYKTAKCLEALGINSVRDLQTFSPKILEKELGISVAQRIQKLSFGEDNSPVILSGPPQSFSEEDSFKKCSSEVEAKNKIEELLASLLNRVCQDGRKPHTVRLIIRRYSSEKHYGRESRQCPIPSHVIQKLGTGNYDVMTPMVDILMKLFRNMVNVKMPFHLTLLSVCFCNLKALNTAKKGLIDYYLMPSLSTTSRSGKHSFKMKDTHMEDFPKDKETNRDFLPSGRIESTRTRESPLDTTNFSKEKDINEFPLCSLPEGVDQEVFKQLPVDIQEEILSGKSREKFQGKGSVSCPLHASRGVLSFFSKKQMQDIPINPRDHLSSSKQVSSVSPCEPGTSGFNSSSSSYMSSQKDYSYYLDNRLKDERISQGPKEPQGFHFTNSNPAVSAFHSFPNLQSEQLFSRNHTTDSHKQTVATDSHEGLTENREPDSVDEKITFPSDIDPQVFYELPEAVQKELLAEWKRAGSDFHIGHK
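Fluorescent replication assay read twice, at 0 min and 10 min after adding 50 nM (final) substrate. Enzyme (10 nM) and compounds were first incubated 15 min at room temperature; enzyme-free buffer wells were negative controls.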
BAZ2B inh – BAZ2B (human) inhibition; AlphaScreen BAZ2B-H3K14Ac peptide displacement; actives 4.4% (n = 360,000); Potency, µM (doses to about 114 µM), for inactives: top-dose activity change, negative = inhibition, usual class: inhibitors; AID 504333; Q9UIF8; further: on the % scale 0 is the no-effect control and ±100 the full control effect; nearly all actives have a fitted effect of over 60% in size
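Protein-peptide AlphaScreen: BAZ2B 50 nM, b-H3K14Ac 50 nM, 1x PBS pH 7.4 + 0.01% Tween-20. Preincubation 30 min RT; cpd 30 min RT (top 110 uM); beads 20 min RT, light-protected.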
Pol beta inh – inhibitors of human DNA polymerase beta. Pol beta primer extension/strand displacement, fluorescence kinetic. Potency, µM (highest dose often 114 µM), inactives show at the top dose activity change, negative = inhibition, hits mostly inhibitors. actives 1.3% (n = 340,000); further: on the % scale 0 is the no-effect control and ±100 the full control effect
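Homogeneous kinetic assay of primer extension and strand displacement by 10 nM Pol beta, preincubated 15 min at room temperature with compound before 50 nM substrate (final) was added. Read at 0 and 10 min; four-parameter Hill fit.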
Active calls of the source: *; & = joins results of further samples; [ ] = dose if it differs, or a comment. The call rests on the fitted dose curve; in most records, active means well fitted curve in the direction sought with a large enough effect; inconclusive means small, poorly fitted or top-dose-only effect, or another doubt; inactive means no such curve, though single readings can be large; an effect the other way counts as inactive or inconclusive. Potency means the concentration at half of the fitted maximal effect. Some of the compounds tested. The share of hits here may be higher or lower than overall.

CSc1ccc(CN2CCCC(CNC(=O)c3ccc(F)cc3)C2)cc1 (centres undefined) was read as Pol kappa inh 3%, BLM helicase inh 1%, G9a inh -10%, Apoferritin bind -9%, APE1 inh -2%, Pol eta inh -15%, Pol iota inh 75%[activator], BAZ2B inh 2% and Pol beta inh 3%.
O=C(Nc1cccc(Cl)c1)OCCN1CCN(Cc2ccccc2)CCC1=O was read as Pol kappa inh -17%[60.1 µM], BLM helicase inh -5%[75.6 µM], G9a inh 14%[59 µM], Apoferritin bind -11%[110 µM], APE1 inh inconclusive, Pol eta inh -25%, Pol iota inh 4%, BAZ2B inh -19% and Pol beta inh inconclusive.
For COC(=O)c1sccc1NC(=O)CC1C(=O)NCCN1C(=O)c1ccc(F)cc1 (centres undefined) the results were Pol kappa inh 0%, BLM helicase inh -2%, G9a inh -16%, Apoferritin bind -3%, APE1 inh inconclusive, Pol eta inh -12%, Pol iota inh -1%, BAZ2B inh -10% and Pol beta inh 0%.
Cc1nn(C)c(C(=O)N/N=C/c2cc3c(cc2Br)OCO3)c1Br was read as Pol kappa inh -14%, BLM helicase inh -10%, G9a inh 9%, Apoferritin bind -9%, APE1 inh 5%, Pol eta inh -18%, Pol iota inh 10%, BAZ2B inh -4% and Pol beta inh 1%.
For COc1ccc(OC)c(/C=C/C(=O)OCC(=O)N2CCCCC2)c1 the results were Pol kappa inh -5%, APE1 inh -3%, Pol eta inh -16% and Pol iota inh 63%[activator].
CC(Oc1ccccc1Cl)C(=O)N(Cc1ccco1)C1CCS(=O)(=O)C1 (centres undefined) was read as Pol kappa inh 3%, BLM helicase inh -1%, G9a inh 2%, Apoferritin bind -5%, APE1 inh 4%, Pol eta inh 12%, Pol iota inh -15%, BAZ2B inh 11% and Pol beta inh inconclusive.
CC(C)NC(=O)Nc1cccc2c1O[C@H](CN(C)S(=O)(=O)c1cccs1)[C@@H](C)CN([C@H](C)CO)C2=O was read as Pol kappa inh -13%, APE1 inh 29%, Pol eta inh -1% and Pol iota inh 21%.
For CCc1ccc(C(=O)NC2=NC(c3cc(OC)ccc3OC)CC(=O)N2)cc1 (centres undefined) the results were Pol kappa inh 8%, BLM helicase inh -3%, G9a inh -3%[59 µM], Apoferritin bind 0%, Pol eta inh -3%, Pol iota inh 10%, BAZ2B inh 1% and Pol beta inh 13%.
`CC1CCN(C(=O)COC(=O)Cc2c[nH]c3ccccc23)CC1` gave Pol kappa inh -12%, BLM helicase inh -7%, G9a inh inconclusive, Apoferritin bind inconclusive, APE1 inh 61%[activator], Pol eta inh -17%, Pol iota inh 12%, BAZ2B inh -30% and Pol beta inh 5%.
Screening COc1ccc(C(=O)COC(=O)c2cc(=O)[nH]c3ccccc23)c(OC)c1 returned Pol kappa inh -10%, G9a inh 7%[0.501 µM], APE1 inh 9%, Pol eta inh -9%, Pol iota inh 18% and BAZ2B inh 7%.
For C=CCNC(=O)c1ccccc1NC(=O)c1ccccc1N(C)S(C)(=O)=O the results were Pol kappa inh -1%, BLM helicase inh 8%, G9a inh 50µM*, Apoferritin bind -5%, APE1 inh -12%, Pol eta inh -18%, Pol iota inh 17%, BAZ2B inh -34% and Pol beta inh -1%.
For Cc1ccc(CNC(=O)c2c(-c3cccc(Br)c3)noc2C)o1 the results were Pol kappa inh 1%[60.1 µM], BLM helicase inh 0%, G9a inh -19%[59 µM], Apoferritin bind -11%, Pol eta inh 2%, Pol iota inh -25%, BAZ2B inh 3% and Pol beta inh 6%.
Cc1cccc(N(Cc2ccccc2)C(=O)c2ccccc2F)c1 was read as Pol kappa inh -10%, BLM helicase inh -9%, G9a inh 69%[activator], Apoferritin bind -17%, APE1 inh -3%, Pol eta inh -20%, Pol iota inh -21%, BAZ2B inh 6% and Pol beta inh 11%.
For COc1ccc(NC(=O)CN2CCC(NC(=O)C3CCCCC3)CC2)cc1 the results were Pol kappa inh -4%, BLM helicase inh 4%, G9a inh 10%[59 µM], Apoferritin bind -9%, APE1 inh 20%, Pol eta inh 0%, Pol iota inh -42%, BAZ2B inh 13% and Pol beta inh 8%.
Screening O=C(NCCO)/C(=C/c1cccc([N+](=O)[O-])c1)NC(=O)c1ccco1 returned Pol kappa inh -3%, BLM helicase inh -7%, G9a inh 4%, Apoferritin bind -1%, APE1 inh 2%, Pol eta inh -14%, Pol iota inh 64%[activator], BAZ2B inh -11% and Pol beta inh 2%.

Compounds shown so far with a Cl atom:
O=C(Nc1cccc(Cl)c1)OCCN1CCN(Cc2ccccc2)CCC1=O was read as Pol kappa inh -17%[60.1 µM], BLM helicase inh -5%[75.6 µM], G9a inh 14%[59 µM], Apoferritin bind -11%[110 µM], APE1 inh inconclusive, Pol eta inh -25%, Pol iota inh 4%, BAZ2B inh -19% and Pol beta inh inconclusive.
CC(Oc1ccccc1Cl)C(=O)N(Cc1ccco1)C1CCS(=O)(=O)C1 (centres undefined) was read as Pol kappa inh 3%, BLM helicase inh -1%, G9a inh 2%, Apoferritin bind -5%, APE1 inh 4%, Pol eta inh 12%, Pol iota inh -15%, BAZ2B inh 11% and Pol beta inh inconclusive.

Other structures:
O=C(Nc1ccc2nc(SCC(=O)N3CCCC3)sc2c1)c1ccc(Br)cc1 was read as Pol kappa inh -6%, BLM helicase inh -11%, G9a inh -31%[59 µM], Apoferritin bind -2%, Pol eta inh -12%, Pol iota inh 18%, BAZ2B inh -30% and Pol beta inh 17%.
For Cc1c(Cl)cccc1N(CC(=O)NC1CCCCC1)S(C)(=O)=O the results were Pol kappa inh -22%, BLM helicase inh -3%, G9a inh 7%[59 µM], Apoferritin bind -19%, APE1 inh 26%, Pol eta inh 6%, Pol iota inh 10%, BAZ2B inh 6% and Pol beta inh 18%.
Screening O=C(O/N=C1/CCSc2ccccc21)c1ccccc1 returned Pol kappa inh 1%, BLM helicase inh -10%, G9a inh -1%[0.501 µM], Apoferritin bind inconclusive, APE1 inh 17%, Pol eta inh -9%, Pol iota inh 10%, BAZ2B inh 3% and Pol beta inh 5%.
For CCn1c2ccccc2c2nnc(SCC(=O)N3CC(C)OC(C)C3)nc21 (centres undefined) the results were Pol kappa inh -3%, BLM helicase inh 4%, G9a inh -35%[59 µM], Apoferritin bind -14%, APE1 inh 4%, Pol eta inh -4%, Pol iota inh 15%, BAZ2B inh -5% and Pol beta inh 14%.
`CC(=O)c1ccc(NC(=O)CCNC(=O)c2ccccc2Cl)cc1` gave Pol kappa inh 3%, BLM helicase inh -2%, G9a inh 12%, Apoferritin bind 5%, APE1 inh 56%[activator], Pol eta inh -6%, Pol iota inh 1%, BAZ2B inh 3% and Pol beta inh 0%.
COC(=O)c1ccc2nc(C)c(C)nc2c1 was read as Pol kappa inh -4%, BLM helicase inh 0%, G9a inh 3%[59 µM], Apoferritin bind -10%, APE1 inh -2%, Pol eta inh -16%, Pol iota inh 5%, BAZ2B inh 8% and Pol beta inh 55%.
CC(=O)n1nc(-c2ccco2)nc1N was read as Pol kappa inh -4%, BLM helicase inh -3%, G9a inh -18%, Apoferritin bind -7%, APE1 inh 0%, Pol eta inh -10%, Pol iota inh inconclusive, BAZ2B inh 6% and Pol beta inh 3%.
`O=C(CNS(=O)(=O)c1cccs1)N1CCN(c2ccccn2)CC1` gave Pol kappa inh -15%, BLM helicase inh -2%, G9a inh -5%[59 µM], Apoferritin bind -5%, APE1 inh -2%, Pol eta inh -7%, Pol iota inh 1%, BAZ2B inh 0% and Pol beta inh 8%.
COc1ccccc1C(=O)Nc1ccnn1C1CCN(Cc2ncc[nH]2)CC1 was read as Pol kappa inh 6%, BLM helicase inh -4%, G9a inh 36%[59 µM], Apoferritin bind -11%, APE1 inh 65%[activator], Pol eta inh -16%, Pol iota inh -4%, BAZ2B inh -27% and Pol beta inh 7%.
Screening CCOC(=O)CN1C(=O)/C(=C/c2ccc(Cl)cc2)Oc2ccccc21 returned Pol kappa inh -8%, BLM helicase inh -9%, G9a inh 57%[activator], Apoferritin bind -2%, APE1 inh -1%, Pol eta inh -7%, Pol iota inh 15%, BAZ2B inh 2% and Pol beta inh 4%.
For COC(=O)C1=[N+]([O-])OC(C(=O)OC)C1c1c[nH]c2ccccc12 (centres undefined) the results were Pol kappa inh -11%, BLM helicase inh -3%, G9a inh -10%[59 µM], Apoferritin bind -13%, APE1 inh 15%, Pol eta inh -10%, Pol iota inh 64%[activator], BAZ2B inh 6% and Pol beta inh 20%.
For CCCCC(=O)NN(C)c1nc(-c2ccccc2)nnc1C(F)(F)F the results were Pol kappa inh -1%, BLM helicase inh -1%, G9a inh 13%[59 µM], Apoferritin bind -18%, APE1 inh 4%, Pol eta inh 2%, Pol iota inh -5%, BAZ2B inh -4% and Pol beta inh 8%.
`CCOc1ccc(-c2ccc(SCC(=O)Nc3nnc(CC)s3)nn2)cc1` gave Pol kappa inh -14%, BLM helicase inh -5%, G9a inh 28µM*, Apoferritin bind -1%, APE1 inh -2%, Pol eta inh -9%, Pol iota inh 80%[activator], BAZ2B inh -2% and Pol beta inh -3%.
COC(=O)[C@H](Cc1ccccc1)NC(=O)[C@@]1(C)C[C@@H]1[C@@H](NC(=O)OCc1ccccc1)c1ccccc1 was read as Pol kappa inh 0%, BLM helicase inh -5%&-8%, G9a inh inconclusive, Apoferritin bind 0%&20%, APE1 inh inconclusive, Pol eta inh inconclusive, Pol iota inh 3%, BAZ2B inh -5% and Pol beta inh -1%.
`COc1cc(OC)c(OC)cc1CNCCSc1nnnn1C` gave Pol kappa inh -2%, BLM helicase inh -5%, G9a inh -22%, Apoferritin bind -2%, APE1 inh 1%, Pol eta inh -18%, Pol iota inh 114%[activator], BAZ2B inh -32% and Pol beta inh -13%.
Screening Cc1c(C)c2c(cc(C)c3c(-c4ccccc4)coc32)oc1=O returned Pol kappa inh 6%, BLM helicase inh 1%, G9a inh -27%[59 µM], Apoferritin bind 1%, Pol eta inh -13%, Pol iota inh -8%, BAZ2B inh -4% and Pol beta inh 19%.
`CCS(=O)(=O)c1ccc2oc(Nc3ccccc3C)nc2c1` gave Pol kappa inh -6%, BLM helicase inh 2%, G9a inh -1%, Apoferritin bind -20%, APE1 inh 1%, Pol eta inh -13%, Pol iota inh -10%, BAZ2B inh 1% and Pol beta inh 19%.
